Bioassay records deposited in PubChem BioAssay by several laboratories.
Yfh1-depleted yeast: mitochondrial function rescue without frataxin homolog – Friedreich's ataxia, plus single-dose screen, dose response (AID 1465) | S. cerevisiae Yfh1-off respiration, WST-1 reduction, 72 h; higher fold induction means a stronger effect | one-dose fold induction at 50 µM; EC50 in µM for titrated hits | 0.074% of 220,000 active;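 active means fold induction of absorbance versus untreated yeast above a set limit, then at least 30% activation at any dose in follow-up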;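 further: activators that raise dye reduction in frataxin-depleted yeast; strong numbers were not always called active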
MT stabilize HCS: stabilizes microtubules in HeLa cells. HeLa tubulin immunostaining HCS, 24 h; share of cells brighter than vehicle mean+2SD. % tubulin-high responders, % at 10 µM. 0.83% of 200,000 active. AID 2205;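 active means plate Z-score above 3 for both tubulin-high and condensed-nucleus cell shares, with cell loss under 80%, at 10 µM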;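 further: anti alpha tubulin signal scored within the nucleus-defined area of each cell; some results filed as inactive read as strong as hits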
T cell modulator: T cell immune modulators affecting CD8 T cell-vesicle binding. 2C CD8+ T cell-vesicle binding, flow cytometry; stronger effect = lower value. calls only at 7 µM. 0.068% of 330,000 active. AID 2052;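 active means response, share of CD8 T cells binding vesicles, and their 90th percentile fluorescence all below set limits, cut at about 80% in these data, passing the limit was not always enough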
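Material: 2C TCR transgenic mouse naive CD8+ T cells, MACS-purified. Also added: QL9-charged Drosophila Ld/ICAM-1/B7-1 vesicles. Timing: binding 1.5 h at 37 °C. Measured by: high-throughput flow cytometry with anti-B7-1 and anti-CD8 staining. Read-out: percent CD8+ FL2 mean versus row control. Controls: Unloaded micro-vesicles (low), QL9 vesicles with 0.7% DMSO (high).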
Dynein cargo inh: blocks dynein driven cargo transport along microtubules; 3617.4 mouse cells, GR-EGFP nuclear translocation imaging; test concentration mostly 20 µM; stimulated with dexamethasone, 1 µM; stronger effect = lower value; 0.47% of 220,000 active; AID 1381; z-score, hits read low;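 active means plate z-score of nuclear minus cytoplasmic receptor signal below a set negative limit, without overly bright fluorescence or cell loss, cut at about -3.5 in these data, passing the limit was not always enough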;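 further: z-score of nuclear minus cytoplasmic ring GR-EGFP intensity difference per well; some compounds called inactive have numbers as strong as hits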
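medium = tetracycline-free induction medium containing charcoal-stripped FBS | also added = 1.0 µM final dexamethasone stimulus | schedule = 48 h induction, 1 h compound, 30 min dex at 37 °C | technique = fixed, Hoechst-stained cells imaged at 10x for EGFP | measure = GR-EGFP nuclear translocation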
P. falciparum M17LAP: P. falciparum M17LAP inhibitors, primary screen, biochemical, fluorogenic H-Leu-NHMec substrate, 1536-well (AID 1619); inhibition, % at 30 µM; hits with a dose series show IC50 in µM; recombinant M17LAP, H-Leu-NHMec fluorogenic kinetic assay; higher % means a stronger effect; 0.38% of 220,000 active;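 active means compound inhibiting the enzyme by more than half at any dose during confirmatory dose-response retesting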;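 further: plate controls were full reaction with DMSO carrier for no effect and no enzyme background for full effect; strong numbers were not always called active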
b-catenin transl: beta-catenin nuclear translocation modulation; HeLa beta-catenin nuclear translocation, immunofluorescence imaging; nuclear translocation activity, % at 5 µM; 0.3% of 190,000 active; AID 1665;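 active means nuclear translocation activity above 50% at 5 µM, with a well cell count of 50 or more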;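 further: per-cell ratio of nuclear to cytoplasmic median beta-catenin stain intensity; plate controls were DMSO negative control for no effect and GSK-3 inhibitor IX positive control for full effect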
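Read-out: Nuclear/cytoplasmic beta-catenin signal ratio, % activation | Assay system: Human HeLa cell line | Times: 24 h compound exposure at 37°C, 5% CO2 | Signal: Fluorescence imaging of beta-catenin antibody stain plus DAPI | Dosing: 5 µM primary, 0.02–20 µM confirmation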
WT yeast gro inh: growth inhibition of WT yeast, mitochondrial fusion screen. mitochondrial fusion phenotypic screen, WT strain. inhibition, % at 10 µM. 2.1% of 190,000 active. AID 1362; in the data active means inhibition above about 58%; tested in S. cerevisiae
Autophagy mod: autophagy modulation, high-content screen | MEF GFP-LC3 puncta imaging; test concentration mostly 10 µM | calls only at 10 µM (by protocol) | 0.98% of 190,000 active | AID 463193;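 active means percentage of spot-positive cells more than 3 SD above its plate mean, without a fluorescence outlier flag or 80% toxicity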;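 further: spot-positive cell cutoff set from DMSO-treated cells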
P. falciparum M1AAP: P. falciparum M1AAP inhibitors, biochemical, fluorogenic H-Leu-NHMec substrate, 1536-well (AID 1445); recombinant M1AAP, H-Leu-NHMec fluorogenic kinetic assay; higher % means a stronger effect; one-dose inhibition, % at 30 µM; IC50 in µM for titrated hits; 0.42% of 220,000 active;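 active means primary inhibition above the hit cutoff, then over 50% inhibition at one or more dose response concentrations, cut at about 23% in these data, passing the limit was not always enough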;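 further: plate controls were DMSO full reaction for no effect and no enzyme background for full effect; strong numbers were not always called active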
WT yeast gro inh mutant strain: also measured in WT yeast gro inh; calls as there; inhibition, %; mitochondrial fusion phenotypic screen, mutant strain inhibition
Dynein cargo inh cytoplasmic EGFP: second read-out of Dynein cargo inh, no call of its own (marks repeat the call); z-score; measured here: cytoplasmic GR-EGFP intensity; stronger effect = higher value
Dynein cargo inh nuclear GR-EGFP: recorded beside Dynein cargo inh, whose call it bears; z-score; measured here: nuclear GR-EGFP intensity;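 lower value marks the stronger effect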
Dynein cargo inh cell count: second read-out of Dynein cargo inh, no call of its own (marks repeat the call); z-score; measured here: cell count per field
b-catenin transl cell count 5 µM: recorded beside b-catenin transl, whose call it bears; cell count; measured here: cell count, cytotoxicity flag
T cell modulator vesicle-bound %: recorded beside T cell modulator, whose call it bears; double positive events, %; measured here: CD8+ vesicle-bound cell fraction;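 binding gate set so that unloaded-vesicle control wells show 10% double positive cells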
MT stabilize HCS Hoechst-high %: recorded beside MT stabilize HCS, whose call it bears; % Hoechst-high responders; measured here: nuclear condensation Hoechst responders;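 share of cells brighter than vehicle mean plus two SD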
MT stabilize HCS cytotoxicity %: further read-out of MT stabilize HCS, marked with its call; toxicity, %; measured here: cytotoxicity by cell density;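 0% = mean cell density of plate MIN control wells and 100% = no cells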
Autophagy mod cell loss 18 h: further read-out of Autophagy mod, marked with its call; toxicity, %; measured here: cell loss, nuclei count;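 cell loss after 18 h compound exposure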
* marks the source's active call; other numbers are inactive results; i = inactive; nt = no result given.

SMILES	Yfh1-depleted yeast	MT stabilize HCS	MT stabilize HCS Hoechst-high %	MT stabilize HCS cytotoxicity %	T cell modulator	T cell modulator vesicle-bound %	Dynein cargo inh	Dynein cargo inh cytoplasmic EGFP	Dynein cargo inh nuclear GR-EGFP	Dynein cargo inh cell count	P. falciparum M17LAP	b-catenin transl	b-catenin transl cell count 5 µM	WT yeast gro inh	WT yeast gro inh mutant strain	Autophagy mod	Autophagy mod cell loss 18 h	P. falciparum M1AAP
C=CCOC(=O)C1=C(C)OC(N)=C(C#N)C12C(=O)N(CN1CCOCC1)c1ccccc12 (stereo not given)	i	5.4	3.0	12	i	31	2.5	0.026	1.4	-2.4	-7%	-1.4	1162	5	-15	i	71	1%
CN1C(=O)NC(=O)/C(=C\C=C\c2ccccc2[N+](=O)[O-])C1=O	i	5.9	2.5	7.2	i	52	-1.5	-0.23	-0.48	0.71	-1%	-2.6	1109	-7	21	i	3	19%
Cc1nnc2n1-c1ccc(Br)cc1C(c1ccccc1Cl)=NC2	i	1.1	1.7	7.3	i	16	-0.19	-0.21	-0.27	0.53	5%	0.7	690	22	12	i	-4	0%
O=P(N[C@@H](c1ccccc1)[C@@H]1C[C@H]1CO)(c1ccccc1)c1ccccc1	i	2.1	2.6	10	nt	nt	0.34	0.17	0.52	-0.034	3%	-2.5	532	2	-14	i	5	11%
NNP(=O)(CC(=O)c1ccccc1)c1ccccc1 (stereo not given)	i	nt	nt	nt	i	21	-0.3	-0.085	0.23	1	22%	-0.4	1290	nt	nt	nt	nt	5%
Cc1cccc(-n2c(O)c(C=NCc3cccnc3)c(=O)[nH]c2=O)c1C	i	5.0	4.2	12	i	18	-1.1	-0.31	-0.46	0.65	-7%	-4.8	1018	11	12	i	18	12%
O=c1c2ccccc2nc(-c2ccc(Cl)cc2Cl)n1-c1ccncc1	i	3.5	1.8	8.7	i	44	-0.43	-0.21	0.2	1.2	-15%	-4.5	863	4	-20	i	-29	-16%
O=C1NC(=O)C(=Cc2ccc(SC3CCCCC3)o2)C(=O)N1	i	2.4	1.2	11	i	30	-3.1	0.66	-1.6	-1.3	5%	-1.0	1027	-14	-9	i	4	19%
NCCc1c[nH]c2ccc(OCc3ccccc3)cc12	i	nt	nt	nt	i	24	1.1	-0.25	1.1	-0.96	5%	-0.5	1368	nt	nt	nt	nt	3%
CC(C)N1C(=O)CC2(CC[N+](C)(CCOC(=O)C(O)(c3ccccc3)c3ccccc3)CC2)C1=O (stereo not given)	i	1.8	1.1	5.5	i	43	1.6	-0.14	1.1	-1.3	-1%	0.2	1022	10	-16	i	28	7%
Cc1cccc(-n2c(-c3cccs3)nc3ccccc3c2=O)c1	i	1.1	2.5	4.8	i	4	-0.053	-0.23	-0.075	-0.19	-2%	1.1	1001	-4	-6	i	1	4%
Cn1c(O)c(C(c2ccccn2)c2c(O)n(C)c(=S)[nH]c2=O)c(=O)[nH]c1=S	nt	2.3	1.8	3.1	i	66	0.014	-0.29	0.18	0.16	6%	nt	nt	2	0	i	11	9%
O=C(O)CP(=O)(O)c1ccc(Cl)cc1	i	4.2	2.1	19	i	45	2.6	-0.15	1.3	-0.95	6%	0.5	1296	3	-8	i	-18	14%
COc1cc(CNCCc2ccc3c(c2)OCO3)cc(OC)c1OC	i	3.1	3.3	9.0	i	34	-0.58	-0.34	-0.28	-0.24	1%	-2.0	1146	0	-5	i	5	4%
Cc1cccc(-n2c(-c3ccc([N+](=O)[O-])cc3)nc3ccccc3c2=O)c1	i	5.2	3.4	9.2	i	52	-0.72	-0.25	-0.62	0.34	6%	1.7	1070	1	3	i	8	11%
OC1/C(=C/c2ccccc2C(F)(F)F)N2CCC1CC2 (stereo not given)	i	2.5	1.4	0.4	i	4	-0.0068	-0.31	0.029	0.37	-5%	-2.5	1114	4	0	i	-31	10%
CN(C(=O)CNC(=O)OCc1ccccc1)c1ccc(Br)cc1C(=O)c1ccccc1Cl	i	6.3	18	50	i	52	-0.047	-0.17	-0.34	-0.95	0%	67*	68*	47	32	i	25	-2%
COc1ccc(C=C2C(=O)N(C)C(=O)N(C)C2=O)cc1CSc1ccccn1	i	2.7	1.4	2.7	i	47	-0.71	-0.11	-0.22	-0.41	-8%	4.1	1356	0	0	i	-4	7%
CCCNS(=O)(=O)c1ccc(OCC(=O)N2CCN(Cc3ccccc3)CC2)cc1	i	2.7	1.7	46	i	62	-0.77	-0.27	-0.14	0.5	-7%	-0.2	1022	1	2	i	-1	1%
CC1CCN(CC(=O)c2ccccc2Cl)CC1	i	2.3	1.4	4.1	i	12	1.3	0.0029	0.67	-1.4	1%	-1.6	1125	-13	-5	i	2	0%
Cc1nn(-c2ccccc2)c2c1CC1(C(=O)N(C)C(=O)N(C)C1=O)C1CCCCN21 (stereo not given)	i	4.3	1.2	7.0	i	30	0.32	0.0014	0.38	-0.35	5%	-0.7	1067	-3	0	i	2	4%
CN1CCN(C(=O)COc2ccc(C(C)(C)C)cc2Br)CC1	i	1.5	1.3	9.3	i	36	-0.47	-0.32	0.04	0.67	34%	nt	nt	1	12	i	-10	6%
COc1ccc(Cn2c(O)c(C=Nc3c(C)n(C)n(-c4ccccc4)c3=O)c(=O)[nH]c2=O)cc1	i	3.9	2.4	5.4	i	38	-0.18	-0.28	0.5	0.64	7%	-2.9	627	-14	5	i	7	13%
CC(=O)Nc1ccccc1C(=O)OCc1cccc(F)c1	i	4.0	4.6	4.5	i	38	-0.38	-0.3	0.096	0.41	3%	-5.2	1126	-12	-4	i	0	9%
Cc1ccc(/C=C2/C(=O)NC(=O)N(C)C2=O)cc1	i	3.4	1.1	7.6	i	61	-0.14	-0.26	-0.0092	0.28	7%	-1.5	987	-1	14	i	-11	5%
COc1cc(C)c(-c2nc(CN3C[C@@H]4C[C@@H](C3)c3cccc(=O)n3C4)c(C)o2)cc1C	i	1.1	1.4	0.5	i	51	-0.79	-0.14	-0.39	0.025	0%	2.5	1077	-4	8	i	-41	2%
CC/C(=N\Nc1ccccc1)c1c(O)n(-c2ccc(OC)cc2)c(=O)[nH]c1=O	i	nt	nt	nt	i	35	-0.43	0.059	-0.23	0.16	-2%	1.8	995	nt	nt	nt	nt	2%
CCCc1nc2ccccc2c(=O)n1-c1ccccc1OC	i	3.7	1.7	3.6	i	11	-0.17	-0.073	0.38	0.15	-1%	-0.5	1106	7	3	i	-5	10%
O=C1NC(=O)C(CCc2ccccn2)(Cc2ccc3c(c2)OCO3)C(=O)N1CCc1ccccc1 (stereo not given)	i	2.7	2.0	9.7	i	58	-0.23	-0.2	0.15	0.97	-6%	0.2	1061	4	-12	i	5	1%
O=C1NC(=O)C(=Cc2ccccc2Oc2ccc(F)cc2)C(=O)N1	i	2.1	1.8	0.8	nt	nt	0.18	-0.2	-0.26	0.3	15%	-0.5	1091	3	2	i	9	11%
COP(=O)(OC)/C(C=O)=N/Nc1ccc([N+](=O)[O-])cc1	i	4.9	2.1	9.1	i	30	0.32	0.4	0.2	-0.87	18%	-0.8	1093	-5	15	i	1	20%
CN1CCN(Cc2nc3ccccc3n2C)CC1	i	1.7	1.3	5.6	i	42	-0.78	-0.2	-0.15	0.66	-6%	-5.1	1043	-20	-3	i	0	11%
CC1(C)CN2C(c3ccc(Cl)cc3)N2C1 (stereo not given)	i	1.0	1.3	9.3	i	25	0.54	-0.16	-0.059	0.27	-4%	nt	nt	-11	-6	i	4	18%
Cc1ccc(-n2c(O)c(C=NCc3ccco3)c(=O)[nH]c2=S)cc1C	i	nt	nt	nt	i	60	-0.0044	0.36	0.08	0.29	7%	-0.5	1346	nt	nt	nt	nt	18%
CC(=NCC1CCCO1)c1c(O)n(-c2ccccc2C)c(=O)[nH]c1=O (stereo not given)	i	nt	nt	nt	i	25	-0.15	-0.029	0.11	0.6	0%	1.0	1299	nt	nt	nt	nt	5%

Compounds from the list above that contain a carbonyl joined to an NH by a bond outside any ring:
SMILES	Yfh1-depleted yeast	MT stabilize HCS	MT stabilize HCS Hoechst-high %	MT stabilize HCS cytotoxicity %	T cell modulator	T cell modulator vesicle-bound %	Dynein cargo inh	Dynein cargo inh cytoplasmic EGFP	Dynein cargo inh nuclear GR-EGFP	Dynein cargo inh cell count	P. falciparum M17LAP	b-catenin transl	b-catenin transl cell count 5 µM	WT yeast gro inh	WT yeast gro inh mutant strain	Autophagy mod	Autophagy mod cell loss 18 h	P. falciparum M1AAP
CN(C(=O)CNC(=O)OCc1ccccc1)c1ccc(Br)cc1C(=O)c1ccccc1Cl	i	6.3	18	50	i	52	-0.047	-0.17	-0.34	-0.95	0%	67*	68*	47	32	i	25	-2%
CC(=O)Nc1ccccc1C(=O)OCc1cccc(F)c1	i	4.0	4.6	4.5	i	38	-0.38	-0.3	0.096	0.41	3%	-5.2	1126	-12	-4	i	0	9%

A portion of the library; count on the stated rates, not on these rows.
